Screens (PubChem BioAssay)
GLS inhibitor: inhibitors of human glutaminase (GLS); Potency, µM (doses to about 45.5 µM), for inactives: at the top dose activity change, negative = inhibition, most hits filed as inhibitors; GLS enzymatic activity, qHTS titration; AID 624170; 410,000 compounds, 0.21% hits; further: potency means the concentration at half of the fitted maximal effect; on the % scale 0 is the no-effect control and ±100 the full control effect
Target sequence (O94925 whole entry, looked up): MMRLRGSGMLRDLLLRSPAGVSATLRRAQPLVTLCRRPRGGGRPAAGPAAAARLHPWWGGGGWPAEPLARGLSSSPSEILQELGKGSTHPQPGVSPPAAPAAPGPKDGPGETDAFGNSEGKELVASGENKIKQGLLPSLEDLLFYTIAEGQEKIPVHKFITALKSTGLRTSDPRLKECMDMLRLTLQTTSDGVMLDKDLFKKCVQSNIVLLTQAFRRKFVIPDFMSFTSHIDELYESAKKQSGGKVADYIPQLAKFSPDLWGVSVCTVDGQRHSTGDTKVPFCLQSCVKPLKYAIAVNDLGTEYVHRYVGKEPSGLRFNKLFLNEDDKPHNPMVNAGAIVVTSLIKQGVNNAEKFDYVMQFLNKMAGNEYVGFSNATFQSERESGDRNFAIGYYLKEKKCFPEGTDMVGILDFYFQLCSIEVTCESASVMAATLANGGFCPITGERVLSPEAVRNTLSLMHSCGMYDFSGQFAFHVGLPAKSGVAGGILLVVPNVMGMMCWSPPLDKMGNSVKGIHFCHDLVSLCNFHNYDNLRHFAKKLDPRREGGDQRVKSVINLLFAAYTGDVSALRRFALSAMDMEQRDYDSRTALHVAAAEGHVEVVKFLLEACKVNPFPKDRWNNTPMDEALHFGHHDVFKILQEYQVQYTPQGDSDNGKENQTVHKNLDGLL
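Glutamate formation by hKGA was monitored fluorometrically using coupled glutamate oxidase, HRP and Amplex Red. Substrate was added as 1 mM L-glutamine solution; incubation was 30 min at RT after an initial read.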
PGK inhibitor: T. brucei PGK inhibition; P07378; PGK/GAPDH coupled, Kinase-Glo luminescence, 60 min; Potency, µM (series often up to 57.5 µM), for inactives: top-dose activity change, negative = inhibition, most hits filed as inhibitors; 380,000 compounds, 0.043% hits; AID 602233; further: potency means the concentration at half of the fitted maximal effect; on the % scale 0 is the no-effect control and ±100 the full control effect; nearly all actives have a fitted effect of over 60% in size
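Luminescent ATP detection (Kinase-Glo Plus) follows a 60-minute room-temperature incubation, with wells lacking PGK as controls. Buffer: 100 mM TEA (pH 7.6), 5 mM MgCl2, 0.01% Tween-20. Coupling enzyme GAPDH (100 nM final) supplies unstable 1,3-BPG in-well.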
HP1b chromo inh: HP1-beta chromodomain-methylated histone interaction inhibition; P83916; AlphaScreen HP1-beta / biotin-H3K9me3 peptide binding; Potency, µM (doses to about 114 µM), for the others: at the highest dose activity change, negative = inhibition, usual class: inhibitors; 390,000 compounds, 0.56% hits; AID 540317; further: potency means the concentration at half of the fitted maximal effect; nearly all actives have a fitted effect of over 70% in size; inactives centre near 23
Target sequence (P83916 whole entry, looked up): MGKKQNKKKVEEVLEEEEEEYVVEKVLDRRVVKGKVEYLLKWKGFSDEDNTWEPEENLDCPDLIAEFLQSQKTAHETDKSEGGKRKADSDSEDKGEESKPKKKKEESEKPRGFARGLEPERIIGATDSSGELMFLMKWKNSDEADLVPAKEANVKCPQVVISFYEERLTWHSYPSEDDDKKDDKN
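AlphaScreen: HP1-beta (50 nM) preformed 30 min with biotin-H3(1-18)K9me3 peptide (50 nM) in PBS pH 7.4, 0.01% Tween-20. Compound added for 30 min at RT, then streptavidin donor/nickel chelate acceptor beads (10 ug/mL) for 30 min.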
USP1-UAF1 inh: blocks the human USP1/UAF1 deubiquitinase complex; O94782; recombinant USP1/UAF1, Ub-Rhodamine cleavage fluorescence; Potency, µM (series often up to 57.1 µM), for inactives: at the top dose activity change, negative = inhibition, most hits filed as inhibitors; 390,000 compounds, 0.23% hits; further: potency means the concentration at half of the fitted maximal effect; on the % scale 0 is the no-effect control and ±100 the full control effect; nearly all actives have a fitted effect of over 60% in size; inactives centre near -12
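High-throughput fluorogenic screen: 1nM USP1/UAF1 complex, Ub-Rho substrate 150nM final, 50mM HEPES pH 7.8 with 0.5mM EDTA, 0.1 mg/ml BSA, 1mM TCEP and 0.01% Tween-20.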
Pin1 inh: blocks the human prolyl isomerase Pin1; AID 504891; 390,000 compounds, 0.009% hits; Potency, µM (series often up to 115 µM), for inactives: at the top dose activity, negative = inhibition, actives largely listed as inhibitors; Pin1 FP peptide displacement, HiFluor488, 10 min; active means well fitted inhibition curve with a large enough effect in the polarisation, with a control signal flat, not every such curve was filed as active; inconclusive means small, poorly fitted or top-dose-only effect, or effect the other way, or a change in a side signal; inactive means no such curve, though single readings can be large or run the other way; the % refers to the polarisation; further: potency means the concentration at half of the fitted maximal effect; on the % scale 0 is the no-effect control and ±100 the full control effect
Target sequence (Q13526 whole entry, looked up): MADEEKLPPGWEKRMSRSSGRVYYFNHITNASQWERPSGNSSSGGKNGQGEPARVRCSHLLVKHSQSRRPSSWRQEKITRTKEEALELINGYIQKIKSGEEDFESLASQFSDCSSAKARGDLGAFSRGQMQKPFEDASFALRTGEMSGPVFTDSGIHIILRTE
TrxR1 substrate: substrates of rat thioredoxin reductase 1; O89049; purified TrxR1 substrate turnover, NADPH consumption readout; Potency, µM (highest dose often 114 µM), for the others: at the highest dose activity change, negative = substrate turnover; 390,000 compounds, 0.01% hits; AID 588456; further: potency means the concentration at half of the fitted maximal effect; on the % scale 0 is the no-effect control and ±100 the full control effect; nearly all actives have a fitted effect of over 50% in size
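Rat TrxR1, dispensed at 90 nM, was prereduced with 400 uM NADPH (final) for 5 min at ~22 deg C, then incubated with compound 15 min before 400 uM selenite. A first-read NADPH fluorescence drop versus no-compound background flagged substrates.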
mIDH1 inhibitor: blocks human mutant IDH1 R132H enzyme; Potency, µM (top dose mostly 76.6 µM), inactives show top-dose activity change, negative = inhibition, most hits filed as inhibitors; IDH1-R132H enzyme, NADPH consumption, diaphorase/resazurin fluorescence; O75874; 390,000 compounds, 0.093% hits; AID 602179; further: potency means the concentration at half of the fitted maximal effect; on the % scale 0 is the no-effect control and ±100 the full control effect; nearly all actives have a fitted effect of over 65% in size
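IDH1-R132H (0.5 ug/mL) preincubated 30 min with compound, then NADPH (0.016 mM) and alpha-KG (2 mM) added; 80 min at RT, pH 7.5. Remaining NADPH coupled via diaphorase/resazurin to fluorescence (540/590 nm); concentration-response curves normalized to no-enzyme control.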
PI4K2A inh: PI4K2A (human) kinase inhibition | purified PI4K2A, ADP-Glo luminescence, 1 h; stronger effect = lower value | activity change, negative = inhibition, % at 76.9 µM | 420,000 compounds, 0.13% hits | AID 1346378; in the data active means activity change below about -50%; inconclusive means mostly about -30% to -49%;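 further: -100% = wells without enzyme as full effect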
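ADP-Glo luminescence measured ADP generated by PI4K2A enzyme (4 ug/mL before mixing) with 1.2 mM PI substrate (pre-mix) and 300 microM ATP (pre-mix). Tris pH7.5 buffer with MgCl2, Triton X-100; 1 h reaction at ambient temperature.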
TrxR1 inh: rat TrxR1 inhibition | recombinant rTrxR1, NADPH fluorescence consumption, selenite substrate | 390,000 compounds, 1% hits | Potency, µM (titrated, usually from 114 µM), without a hit: at the top dose activity change, negative = inhibition, usual class: inhibitors | O89049 | AID 588453; further: potency means the concentration at half of the fitted maximal effect; on the % scale 0 is the no-effect control and ±100 the full control effect; nearly all actives have a fitted effect of over 65% in size
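Rat TrxR1 (90 nM in the dispensed reagent) was pre-reduced with 400 uM NADPH for 5 min at room temperature, then incubated with compound for 15 min. After 400 uM selenite was added, NADPH fluorescence (Ex 340/Em 450 nm) was followed for 8 min.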
* marks the source's active call; other numbers are inactive results; i = inactive; ? = inconclusive; nt = not tested or not shown; & = joins results of further samples; [ ] = remark or other dose. Unless noted, the call rests on the fitted dose curve; in most records, active means well fitted curve in the direction sought with a large enough effect; inconclusive means small, poorly fitted or top-dose-only effect, or another doubt; inactive means no such curve, though single readings can be large; an effect the other way counts as inactive or inconclusive. Only part of the results is shown; the hit share may differ from the screen's.

SMILES | GLS inhibitor | PGK inhibitor | HP1b chromo inh | USP1-UAF1 inh | Pin1 inh | TrxR1 substrate | mIDH1 inhibitor | PI4K2A inh | TrxR1 inh
c1ccc(N2CCN(c3nnc(Cc4cccnc4)c4ccccc34)CC2)nc1 | -25% | i | 50%[activator] | -11% | -7% | 4% | 3% | 5 | 1%
O=C(c1ccco1)N1CCN(c2nc3ccc(Cl)cc3s2)CC1 | -1% | ? | 2% | -6% | -3% | -1%[57.1 µM] | -5% | 2 | 10%[57.1 µM]
CSc1cccc(NS(=O)(=O)c2cccc3nsnc23)c1 | -5% | -8% | 10% | -24% | -4% | 7% | 4% | -4 | 18%
Cc1ccc(S(=O)(=O)N(C)CC(=O)OCC(=O)NCCN2C(=O)CSC2=O)cc1 | -1% | 1% | 37% | -22% | 1% | 2% | -3% | 8 | 18%
CCOC(=O)N/N=C\c1ccc([N+](=O)[O-])s1 | -8% | -3% | -19% | -4% | -12% | -5% | 5% | -5 | 17%[57.1 µM]
CC1=C(c2ccc(C)c(C)c2)S(=O)(=O)N=C1N1CCC(C(=O)NCc2ccc(C)o2)CC1 | 12% | nt | 1% | -22% | 5% | -2%[57.1 µM] | nt | 9 | -1%[57.1 µM]
Cc1csc(NC(=O)CSc2nnc(-c3ccccc3)o2)n1 | -5% | i | 49%[activator] | -20% | 7% | -4% | 2% | -4 | 1%
CCCc1cc(=O)n2[nH]c(CCc3ccccc3)nc2n1 | -4% | 7% | 19% | -18% | ? | -5% | 6% | -2 | -3%
COc1ccc(N(CC(=O)Nc2ccccc2C(=O)NCC(C)C)S(C)(=O)=O)cc1 | 3% | -4% | 31%[activator] | -22% | -3% | 0% | -1% | 1 | -3%
Clc1ccccc1CONc1ncnc2nonc12 | 0% | nt | 41%[activator] | 2% | 0% | -7% | 3% | -1 | 22%
Nn1c(SCC(=O)NC(=O)NC2CCCC2)nnc1-c1ccccc1F | -1% | nt | 25% | -8% | 2% | 6% | 5% | 3 | 21%
CC(Oc1cccnc1[N+](=O)[O-])C(=O)Nc1ccc(Cl)cn1 (centres undefined) | -1% | -6% | 29% | -12% | 1% | 4% | 5% | -2 | 4%
COc1ccc(Cl)cc1NC(=O)CN1CCc2ccccc2C1 | 2% | i | 60%[activator] | -26% | 12% | -1% | 0% | -3 | 16%
CCn1cc(C(=O)NCc2ccc3c(c2)OCO3)c(=O)c2cc(F)c(N3CCN(C)CC3)cc21 | -4% | nt | 25% | -8% | -1% | 23% | 1% | -2 | 20%
COc1cccc(/C=N/n2c(C3CCCCC3)n[nH]c2=S)c1O | 7.9µM* | i | 16% | -25% | 2% | -2% | 1% | -3 | ?
S=C(NCc1ccccn1)Nc1ccc(Br)cc1Cl | 1% | -7% | -4% | -16% | 1% | 2%[57.1 µM] | -8% | -3 | 16%[57.1 µM]
CCCC(=O)Nc1nnc(S(=O)(=O)N(CC(C)C)c2ccccc2)s1 | 4% | -8% | 22% | -14% | -6% | -16% | 2% | 9 | -19%
CCN(CC)C1Oc2cc3c(cc2C(c2cccc(OC)c2O)C1C)OCO3 (centres undefined) | -14% | -3% | ? | -18% | -2% | -14% | 3% | 1 | -17%
CCOC(=O)c1ccc2c(c1)sc1nc(-c3ccc(OCC)cc3)cn12 | 0% | 2% | 44%[activator] | 9% | 12% | 3% | -17% | 0 | -2%
O=c1c2c3c(sc2nc(NCCO)n1CCc1ccccc1)CCCCC3 | 3% | -2% | ? | -11% | ? | -10% | -5% | -1 | 8%
O=C(Nc1nc2ccccc2[nH]1)C1CCC1 | 1% | 7% | -3% | ? | 3% | 5%[57.1 µM] | -2% | -1 | 20%[57.1 µM]
CCOC(=O)N1CCN(C(=O)C2CCC(=O)N(Cc3ccccc3OC)C2)CC1 (centres undefined) | 8% | 2% | nt | -5% | nt | nt | -6% | -1 | nt
CCN(CC)S(=O)(=O)c1ccc(NC(=O)CCNC(=O)c2ccco2)cc1 | -16% | -4% | 27% | -4% | 10% | 1% | 0% | -5 | 16%
O=C(NCc1nc2ccccc2[nH]1)C1=C[C@H](c2ccccc2)C[C@H](OCc2ccc(CO)cc2)O1 | 0% | i | 28% | -4% | 21% | -1% | 4% | -2 | 5%
CC(C)CC(=O)Nc1ccc2ccccc2c1 | -13% | -7% | 31% | -7% | 0% | 2%[57.1 µM] | 4% | 2 | 9%[57.1 µM]

Entries above shown as hits in GLS inhibitor.
Molecule | GLS inhibitor | PGK inhibitor | HP1b chromo inh | USP1-UAF1 inh | Pin1 inh | TrxR1 substrate | PI4K2A inh | TrxR1 inh
COc1cccc(/C=N/n2c(C3CCCCC3)n[nH]c2=S)c1O | 7.9µM* | i | 16% | -25% | 2% | -2% | -3 | ?

The results go on.
SMILES | GLS inhibitor | PGK inhibitor | HP1b chromo inh | USP1-UAF1 inh | Pin1 inh | TrxR1 substrate | mIDH1 inhibitor | PI4K2A inh | TrxR1 inh
O=c1[nH]cnc2c1sc1nc3c(c(-c4ccc(Cl)cc4)c12)CCC3 | 15% | 2% | 24% | -21% | 7% | 10%[57.1 µM] | -8% | 0 | 15%
O=C(NCc1ccco1)C(c1ccccc1)N(Cc1cccnc1)C(=O)Cn1nnc2ccccc21 (centres undefined) | 3% | -7% | 0% | 0% | -7% | 9%[57.1 µM] | 6% | 3 | 15%[57.1 µM]
CCN(C[C@H]1N[C@@](CC)(C(=O)OC)[C@H]2C(=O)N(Cc3ccccc3)C(=O)[C@@H]12)C(=O)Nc1ccc(C(F)(F)F)cc1 | 16% | 1% | 29% | -3% | 0% | -2% | -12% | -6 | -2%
Cn1c(=O)[nH]c(=O)c2c1nc(Br)n2C/C=N/NC(=O)c1ccccc1 | 2% | -1% | 27% | -8% | -7% | 1%[57.1 µM] | 8% | -1 | 16%[57.1 µM]
CCOC(=O)c1c(-c2ccc(C)cc2)csc1NC(=O)CCN1CCOCC1 | -3% | i | ? | -8% | 1% | -20% | 6% | 8 | -17%
Cc1ccc(CNC(=O)c2ccc(N3CCC4(CC3)CC(c3cccc(Br)c3)=NO4)c(NC(=O)c3cccc(C)c3)c2)cc1 | 2% | -1% | 37% | -22% | 97%[activator] | 11%[57.1 µM] | -11% | 0 | 23%[57.1 µM]
CCN1C(=O)CC(N2CCC(C(=O)N3CCOCC3)CC2)C1=O (centres undefined) | 2% | i | 37%[activator] | -26% | 0% | 18%[57.1 µM] | 1% | -4 | 24%[57.1 µM]
CCCCOC(=O)C1=C(C)Nc2nnnn2C1c1ccccc1Cl (centres undefined) | 24% | 6% | 25% | -14% | 2% | -6% | 3% | 0 | 22%[57.1 µM]
O=C(N/N=C/c1ccco1)c1ccccc1OCc1ccccc1Cl | -5% | i | 32% | -29% | 1% | -13% | 17% | 0 | ?
NC(=O)c1ncc(C(F)(F)F)cc1Oc1cccc(C(F)(F)F)c1 | -2% | -4% | 45%[activator] | -14% | -3% | 6%[57.1 µM] | 2% | 3 | 1%[57.1 µM]
COc1ccc(N(CC(=O)Nc2cc(Cl)ccc2C)S(=O)(=O)c2c(C)noc2C)cc1 | 1%&14% | -5%&-11% | 42%&47%[activator] | -21%&-23% | -7%&1% | 6%&1% | 1%&12% | -2&1 | 14%&17%
C/C(Cn1nnc([N+](=O)[O-])n1)=N\NC(=O)c1cccc(Cl)c1 | 7% | 1%[11.5 µM] | 13% | -8% | 1% | 9% | 19% | 3 | 2%
O=C(CCNC(=O)c1ccco1)NCCN1C(=O)S/C(=C\c2ccc(F)cc2)C1=O | 1% | 5% | 38% | -22% | 0% | -1% | -9% | 2 | 2%
O=C(CN1C(=O)/C(=C/c2ccccc2Cl)SC1=S)NC1CCS(=O)(=O)C1 (centres undefined) | -2% | i | 41%[activator] | -19% | -1% | 2% | 5% | 0 | 32%
CCOc1ccc(-n2c(=O)c3c(C)c(C)sc3n(CC(=O)Nc3ccc(CC)cc3)c2=O)cc1 | 7% | 2% | 10% | -13% | 41%[activator] | 7%[2.29 µM] | ? | -4 | 10%
Cc1cc(NC(=O)c2ccccc2)cc(NC(=O)c2ccccc2)c1C | 0% | 0% | -16% | -2% | 6% | 4%[57.1 µM] | 6% | -1 | 6%[57.1 µM]
COc1ccc(C)cc1NC(=O)C(NS(=O)(=O)c1cccs1)c1ccccc1 (centres undefined) | -11% | -5% | 26% | ? | 16% | 6% | -17% | 3 | 9%

Arranged by molar mass (ascending): some entries from above
SMILES | GLS inhibitor | PGK inhibitor | HP1b chromo inh | USP1-UAF1 inh | Pin1 inh | TrxR1 substrate | mIDH1 inhibitor | PI4K2A inh | TrxR1 inh
O=c1[nH]cnc2c1sc1nc3c(c(-c4ccc(Cl)cc4)c12)CCC3 | 15% | 2% | 24% | -21% | 7% | 10%[57.1 µM] | -8% | 0 | 15%
CCOC(=O)c1c(-c2ccc(C)cc2)csc1NC(=O)CCN1CCOCC1 | -3% | i | ? | -8% | 1% | -20% | 6% | 8 | -17%
O=C(CCNC(=O)c1ccco1)NCCN1C(=O)S/C(=C\c2ccc(F)cc2)C1=O | 1% | 5% | 38% | -22% | 0% | -1% | -9% | 2 | 2%
